UBC13 polyUb: human UBC13 polyubiquitination inhibition | UBC13 polyubiquitin chain formation, TR-FRET | inhibition, % at 20 µM | 0.47% of 330,000 active; in the data active = inhibition above about 45%, passing the limit was not always enough
697 NFkB inh: inhibitors of the PMA/ionomycin-induced NF-kB reporter in 697 B cells; 697 B-cell NF-kB luciferase reporter, 16 h; inhibition, % at 4 µM; 0.33% of 330,000 active; in the data active = inhibition above about 35%
SENP8 inh: inhibitors of human SENP8 protease | AID 2540 | inhibition, % at 10 µM | 1.2% of 330,000 active | Q96LD8 | purified SENP8, Z-RLRGG-aminoluciferin cleavage, luminescence
Target sequence (Q96LD8 whole entry, looked up): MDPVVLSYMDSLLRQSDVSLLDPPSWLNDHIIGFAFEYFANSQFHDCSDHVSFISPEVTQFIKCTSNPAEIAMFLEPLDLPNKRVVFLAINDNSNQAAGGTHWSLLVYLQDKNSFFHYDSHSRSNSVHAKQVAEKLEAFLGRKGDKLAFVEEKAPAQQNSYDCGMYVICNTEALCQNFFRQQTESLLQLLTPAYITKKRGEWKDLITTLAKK
Apaf-1 inh: inhibitors of human Apaf-1 apoptosome; reconstituted apoptosome caspase-3 activity, DEVD-Rh110 fluorescence; inhibition, % at 20 µM; 0.71% of 330,000 active; active = inhibition of at least 40% at 20 µM;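 note: plate controls were DMSO wells for no effect and DEVD-CHO caspase inhibitor wells for full effect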
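Material: reconstituted apoptosome with Apaf-1, cytochrome c, caspase-9, procaspase-3, dATP / Buffer or medium: pH 7.5 Hepes buffer with CHAPS, BSA, DTT / Also added: cytochrome c with DEVD-Rh110 / Schedule: compound with Apaf-1, dATP, procaspase-3 30 min, then 50 min reaction, room temperature / Technique: rhodamine 110 fluorescence at Ex 480/Em 540 nm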
Jurkat NFkB inh: lowers PMA/ionomycin-induced NF-kB signal in Jurkat cells | PMA/ionomycin-induced NF-kB luciferase reporter, luminescence | 0.53% of 330,000 active | inhibition, % at 4 µM
CCR6 antagonist: CCR6 (human) receptor antagonism; inhibition, % at 20 µM; CHO-K1 CCR6 PathHunter beta-arrestin, luminescence, CCL20-stimulated; 0.49% of 340,000 active;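 active = compounds whose inhibition of the agonist-driven luminescence signal at 20 µM reaches about 50%, limit read from the data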;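 note: cells stimulated with CCL20 at 14 nM final; plate controls were DMSO with CCL20 for no effect and DMSO without agonist for full effect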
Target sequence (P51684 whole entry, looked up): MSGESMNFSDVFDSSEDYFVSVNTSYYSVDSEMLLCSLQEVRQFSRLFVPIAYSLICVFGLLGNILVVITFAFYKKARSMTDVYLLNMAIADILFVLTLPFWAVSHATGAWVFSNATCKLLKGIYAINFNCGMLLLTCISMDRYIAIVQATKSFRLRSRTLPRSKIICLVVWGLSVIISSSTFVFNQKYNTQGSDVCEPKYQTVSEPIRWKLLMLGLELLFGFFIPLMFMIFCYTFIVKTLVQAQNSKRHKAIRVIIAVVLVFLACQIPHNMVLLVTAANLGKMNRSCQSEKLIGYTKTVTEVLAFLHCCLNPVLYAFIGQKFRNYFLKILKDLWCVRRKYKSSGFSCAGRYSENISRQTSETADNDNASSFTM
Gli-Sufu antag: blocks Gli-Sufu signaling in a luciferase reporter; Sufu-KO-LIGHT fibroblasts, Gli luciferase reporter luminescence; inhibition, % at 5 µM; 0.74% of 340,000 active;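 active = inhibition above about 55%, limit read from the data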;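 note: 0% = DMSO-treated cells and 100% = wells with medium but no cells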
EBI2 block: blocks human EBI2 receptor beta-arrestin signaling; P32249; EBI2 beta-arrestin recruitment, luminescence, 7a,25-OHC stimulated; 0.81% of 360,000 active; inhibition, % at 5 µM; in the data active = inhibition above about 38%;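 note: enzyme fragment complementation signal reports receptor beta-arrestin coupling in cells; 0% = agonist plus DMSO wells and 100% = wells without agonist; some results beyond the cut were filed as inactive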
Target sequence (P32249 whole entry, looked up, the tested form may be a part): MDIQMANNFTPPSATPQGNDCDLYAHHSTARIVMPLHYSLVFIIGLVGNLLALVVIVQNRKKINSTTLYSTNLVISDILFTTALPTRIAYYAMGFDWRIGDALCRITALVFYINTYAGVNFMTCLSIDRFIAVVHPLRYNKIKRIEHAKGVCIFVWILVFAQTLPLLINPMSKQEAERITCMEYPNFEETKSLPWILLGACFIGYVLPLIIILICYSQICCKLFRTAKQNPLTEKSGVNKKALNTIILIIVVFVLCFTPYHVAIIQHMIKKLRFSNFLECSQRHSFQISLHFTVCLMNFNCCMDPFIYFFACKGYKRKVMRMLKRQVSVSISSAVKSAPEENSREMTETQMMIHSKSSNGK
* marks the source's active call; other numbers are inactive results. Cut-off read from the data, not from the text of the source, unless noted: active = inhibition above about 50%; inactive = the rest. Not all compounds are listed (hit frequency here may not be typical).

Start of the data: the first 2 records, to show the layout:
`Cc1ccc2c(c1)S/C(=C/c1ccc[n+](CCO)c1)N2C` gave UBC13 polyUb -42, 697 NFkB inh -8, SENP8 inh -2, Apaf-1 inh 1, Jurkat NFkB inh 17, CCR6 antagonist 5, Gli-Sufu antag 44 and EBI2 block -9.
O=C(C[C@H]1C/C=C\CC[C@@H](Cc2ccc(F)cc2)C(=O)OC[C@H]2CCCN2C1=O)N[C@H](CO)Cc1ccccc1 was read as UBC13 polyUb 1, 697 NFkB inh 4, SENP8 inh -1, Apaf-1 inh -2, Jurkat NFkB inh 2, CCR6 antagonist 3, Gli-Sufu antag -5 and EBI2 block -2.

Main list, repeating the preview:
`Cc1ccc2c(c1)S/C(=C/c1ccc[n+](CCO)c1)N2C` gave UBC13 polyUb -42, 697 NFkB inh -8, SENP8 inh -2, Apaf-1 inh 1, Jurkat NFkB inh 17, CCR6 antagonist 5, Gli-Sufu antag 44 and EBI2 block -9.
O=C(C[C@H]1C/C=C\CC[C@@H](Cc2ccc(F)cc2)C(=O)OC[C@H]2CCCN2C1=O)N[C@H](CO)Cc1ccccc1 was read as UBC13 polyUb 1, 697 NFkB inh 4, SENP8 inh -1, Apaf-1 inh -2, Jurkat NFkB inh 2, CCR6 antagonist 3, Gli-Sufu antag -5 and EBI2 block -2.
For CC(C)CN(CCCNC(=O)CN1C(=O)COc2ccc(S(=O)(=O)N3CCC(C)CC3)cc21)CC(C)C the results were UBC13 polyUb 1, 697 NFkB inh 4, SENP8 inh -2, Apaf-1 inh 1, Jurkat NFkB inh 10, CCR6 antagonist -1, Gli-Sufu antag -10 and EBI2 block 2.
For N#C/C(=C\c1ccc[nH]1)S(=O)(=O)c1ccccc1 the results were UBC13 polyUb -2, 697 NFkB inh 5, SENP8 inh -8, Apaf-1 inh 31, Jurkat NFkB inh 0, CCR6 antagonist 1, Gli-Sufu antag 4 and EBI2 block -1.
CCCCCc1c(C)nc(SCC(=O)O)[nH]c1=O was read as UBC13 polyUb 1, 697 NFkB inh 1, SENP8 inh 8, Apaf-1 inh 0, Jurkat NFkB inh 5, CCR6 antagonist 2, Gli-Sufu antag 27 and EBI2 block -8.
`Cc1nn(Cc2n[nH]c(=S)n2Cc2ccccc2)c(C)c1Cl` gave UBC13 polyUb -1, 697 NFkB inh -1, SENP8 inh 5, Apaf-1 inh 8, Jurkat NFkB inh 3, CCR6 antagonist 4, Gli-Sufu antag -8 and EBI2 block -5.
Screening Cc1ccc(S(=O)(=O)N2CCN(C(=O)CN3CCOCC3)C2)cc1 returned UBC13 polyUb 3, 697 NFkB inh 10, SENP8 inh -5, Apaf-1 inh 4, Jurkat NFkB inh -2, CCR6 antagonist -4, Gli-Sufu antag 4 and EBI2 block -2.
CN(CC(=O)Nc1ccc(C(N)=O)cc1)CC(=O)Nc1ccccc1Cl was read as UBC13 polyUb -5, 697 NFkB inh 3, SENP8 inh -13, Apaf-1 inh -2, Jurkat NFkB inh -6, CCR6 antagonist 5, Gli-Sufu antag -4 and EBI2 block -13.
For Cc1ccccc1NC(=S)NCCc1ccccc1 the results were UBC13 polyUb -10, 697 NFkB inh 7, SENP8 inh -8, Apaf-1 inh 0, Jurkat NFkB inh 4, CCR6 antagonist 9, Gli-Sufu antag -4 and EBI2 block -15.
CCn1c(=O)c(C(=O)Nn2c(C)nc3ccccc3c2=O)c(O)c2ccccc21 was read as UBC13 polyUb -3, 697 NFkB inh -1, SENP8 inh -3, Apaf-1 inh 2, Jurkat NFkB inh 0, CCR6 antagonist 3, Gli-Sufu antag -7 and EBI2 block -3.
Screening N#CC1=C(N)Oc2c(ccc3ccccc23)C1c1cccs1 (stereo unspecified) returned UBC13 polyUb -4, 697 NFkB inh -213, SENP8 inh -7, Apaf-1 inh 5, Jurkat NFkB inh 38, CCR6 antagonist 23 and Gli-Sufu antag -50.
COc1ccc(OC)c(/C=N/NC(=O)CN2CCSCC2)c1 was read as UBC13 polyUb 13, 697 NFkB inh -17, SENP8 inh -6, Apaf-1 inh 9, Jurkat NFkB inh -13, CCR6 antagonist 2, Gli-Sufu antag 1 and EBI2 block -2.
Cc1ccc(C(=O)OCC(=O)NC(=O)c2cccn2C)cc1 was read as UBC13 polyUb 14, 697 NFkB inh 12, SENP8 inh -16, Apaf-1 inh -9, Jurkat NFkB inh 9, CCR6 antagonist -14, Gli-Sufu antag -9 and EBI2 block -10.
`COc1cc(/C=C/C(=O)O)cc(S(=O)(=O)NCCO)c1OC` gave UBC13 polyUb 9, 697 NFkB inh 6, SENP8 inh -6, Apaf-1 inh -4, Jurkat NFkB inh 6, CCR6 antagonist -11, Gli-Sufu antag -3 and EBI2 block -5.
`O=C(CN1C(=O)S/C(=C\c2ccc(F)cc2)C1=O)Nc1cccc(S(=O)(=O)NCc2ccco2)c1` gave UBC13 polyUb -4, 697 NFkB inh -6, SENP8 inh -5, Apaf-1 inh 18, Jurkat NFkB inh 1, CCR6 antagonist 1, Gli-Sufu antag 13 and EBI2 block 9.
For COc1ccc(C=O)cc1OC(=O)N1CCOCC1 the results were UBC13 polyUb 3, 697 NFkB inh 8, SENP8 inh -2, Apaf-1 inh -3, Jurkat NFkB inh -2, CCR6 antagonist 4, Gli-Sufu antag -31 and EBI2 block -6.
For COC(=O)CN1C(=S)N(c2ccc(F)cc2)C(=O)C1CC(=O)Nc1ccc(F)cc1 (stereo unspecified) the results were UBC13 polyUb -5, 697 NFkB inh 1, SENP8 inh 1, Apaf-1 inh -22, Jurkat NFkB inh -5, CCR6 antagonist 4, Gli-Sufu antag 3 and EBI2 block -7.
`COc1ccc(Br)cc1CNC(=O)CCN1C(=O)COc2ccccc21` gave UBC13 polyUb 8, 697 NFkB inh 18, SENP8 inh -2, Apaf-1 inh -19, Jurkat NFkB inh 0, CCR6 antagonist 1, Gli-Sufu antag 5 and EBI2 block 3.
`COc1ncc(-c2ccc3c(c2)S(=O)(=O)c2cccc(C(=O)O)c2C3=O)cn1` gave UBC13 polyUb -8, 697 NFkB inh 1, SENP8 inh -14, Apaf-1 inh 4, Jurkat NFkB inh 6, CCR6 antagonist -2, Gli-Sufu antag -5 and EBI2 block -12.
`CCOc1ccc(N(CC(=O)NC2CCCCC2)C(=O)CCC(=O)Nc2nc(C)cs2)cc1` gave UBC13 polyUb 4, 697 NFkB inh 7, SENP8 inh 0, Apaf-1 inh 24, Jurkat NFkB inh -4, CCR6 antagonist -3, Gli-Sufu antag -26 and EBI2 block 5.
For Cc1ccc(-c2nnc(NCCCO)c3ccccc23)cc1 the results were UBC13 polyUb 3, 697 NFkB inh 6, SENP8 inh 2, Apaf-1 inh 2, Jurkat NFkB inh -16, CCR6 antagonist 8, Gli-Sufu antag 1 and EBI2 block 1.
For C=CC[C@H](CC(=O)N(CCO)Cc1ccccc1)C(=O)NCCOC(=O)[C@@H](CC=C)Cc1ccc(F)cc1 the results were UBC13 polyUb -1, 697 NFkB inh -13, SENP8 inh -8, Apaf-1 inh 23, Jurkat NFkB inh -7, CCR6 antagonist 8, Gli-Sufu antag -7 and EBI2 block 9.
O=C(N/N=C/c1ccc(Br)cc1)c1ccc(F)cc1 was read as UBC13 polyUb 3, 697 NFkB inh -41, SENP8 inh 6, Apaf-1 inh 2, Jurkat NFkB inh 0, CCR6 antagonist -7, Gli-Sufu antag -6 and EBI2 block -14.
`Cc1ccc(C(=O)CCC(=O)Nc2ncccc2C)cc1` gave UBC13 polyUb -26, 697 NFkB inh 8, SENP8 inh -3, Apaf-1 inh 1, Jurkat NFkB inh -15, CCR6 antagonist -4, Gli-Sufu antag -1 and EBI2 block -3.
For COc1ccccc1NC(=O)Cn1c(=O)n(C)c(=O)c2sc3c(c21)COC(C)(C)C3 the results were UBC13 polyUb -2, 697 NFkB inh -1, SENP8 inh -6, Apaf-1 inh 1, Jurkat NFkB inh -9, CCR6 antagonist 9, Gli-Sufu antag -16 and EBI2 block -1.
Screening O=C(c1ccc(OC2CCN(Cc3ccccn3)CC2)cc1)N1CCCCCC1 returned UBC13 polyUb 2, 697 NFkB inh 8, SENP8 inh 10, Apaf-1 inh -20, Jurkat NFkB inh 14, CCR6 antagonist 20, Gli-Sufu antag -11 and EBI2 block 4.
COc1ccc([C@H]2CC(=O)C=C(c3cc(C=O)ccc3OC)C2)cc1OC was read as UBC13 polyUb 5, 697 NFkB inh 4, SENP8 inh 6, Apaf-1 inh 8, Jurkat NFkB inh 7, CCR6 antagonist 4, Gli-Sufu antag -27 and EBI2 block 1.
For COc1ccc(C2C(C(=O)c3ccc(C)o3)=C(O)C(=O)N2Cc2ccco2)cc1OC (stereo unspecified) the results were UBC13 polyUb -9, 697 NFkB inh -26, SENP8 inh -7, Apaf-1 inh -2, Jurkat NFkB inh -8, CCR6 antagonist -13, Gli-Sufu antag 4 and EBI2 block 0.
CS(=O)(=O)c1ccc2nc(NC(=O)CN3CCOCC3)sc2c1 was read as UBC13 polyUb -6, 697 NFkB inh -10, SENP8 inh -5, Apaf-1 inh 0, Jurkat NFkB inh -1, CCR6 antagonist -6, Gli-Sufu antag 1 and EBI2 block -4.
For O=C(CSc1nnnn1C1CC2C=CC1C2)Nc1ccc(C(=O)O)cc1 (stereo unspecified) the results were UBC13 polyUb -12, 697 NFkB inh -19, SENP8 inh 0, Apaf-1 inh 8, Jurkat NFkB inh 1, CCR6 antagonist 5, Gli-Sufu antag -10 and EBI2 block 3.
Screening CCCCN=C1NC(=O)C(CC(=O)Nc2ccc(Cl)cc2)S1 (stereo unspecified) returned UBC13 polyUb 6, 697 NFkB inh -18, SENP8 inh 0, Apaf-1 inh 18, Jurkat NFkB inh 0, CCR6 antagonist -9, Gli-Sufu antag 6 and EBI2 block 6.
`CC(C)C[C@H](NC(=O)C1CC(=O)N(c2ccc3c(c2)OCCO3)C1)C(=O)N1CCCCC1` (stereo partly specified) gave UBC13 polyUb -2, 697 NFkB inh 3, SENP8 inh -18, Apaf-1 inh 0, Jurkat NFkB inh -1, CCR6 antagonist 9, Gli-Sufu antag -6 and EBI2 block 16.
NS(=O)(=O)c1ccc(NC(=O)CN2CCN(S(=O)(=O)c3ccc(F)cc3)CC2)cc1 was read as UBC13 polyUb -2, 697 NFkB inh 21, SENP8 inh -6, Apaf-1 inh -22, Jurkat NFkB inh 8, CCR6 antagonist 0, Gli-Sufu antag 2 and EBI2 block -9.
For Cc1ccc(NC(C)C(=O)N/N=C/c2c[nH]c3ccccc23)cc1 (stereo unspecified) the results were UBC13 polyUb -1, 697 NFkB inh 3, SENP8 inh 1, Apaf-1 inh 9, Jurkat NFkB inh -6, CCR6 antagonist 0, Gli-Sufu antag -7 and EBI2 block -7.
`O=C(COC(=O)c1cnccn1)Nc1c(Cl)cc(Cl)cc1Cl` gave UBC13 polyUb 2, 697 NFkB inh 15, SENP8 inh 2, Apaf-1 inh -8, Jurkat NFkB inh 4, CCR6 antagonist 6, Gli-Sufu antag -2 and EBI2 block 1.
Screening CCOC(=O)CNC(=O)CSc1nc2cccnc2n1C returned UBC13 polyUb -4, 697 NFkB inh -9, SENP8 inh -12, Apaf-1 inh 10, Jurkat NFkB inh -8, CCR6 antagonist 0, Gli-Sufu antag -4 and EBI2 block -16.
`COc1cccc(CN2CC(C(=O)NCCSc3nnnn3C)CCC2=O)c1` (stereo unspecified) gave UBC13 polyUb -8, 697 NFkB inh -9, SENP8 inh 7, Apaf-1 inh 4, Jurkat NFkB inh 11, CCR6 antagonist 5, Gli-Sufu antag -3 and EBI2 block 1.
For CC12C=CC(=O)C=C1CCC1C3CCC(O)(C(=O)CO)C3(C)CC3OC312 (stereo unspecified) the results were UBC13 polyUb -5, 697 NFkB inh 3, SENP8 inh -12, Apaf-1 inh 7, Jurkat NFkB inh 12, CCR6 antagonist -3, Gli-Sufu antag -13 and EBI2 block -2.
COc1cc(OC)c(N2CC(C(=O)NCCC3=CCCCC3)CC2=O)cc1Cl (stereo unspecified) was read as UBC13 polyUb 2, 697 NFkB inh 18, SENP8 inh -9, Apaf-1 inh 4, Jurkat NFkB inh 10, CCR6 antagonist -1, Gli-Sufu antag 8 and EBI2 block 9.
Screening CN(C)c1cc[n+](CC(=O)c2ccc(-c3ccccc3)cc2)cc1 returned UBC13 polyUb 1, 697 NFkB inh 62*, SENP8 inh 3, Apaf-1 inh 12, Jurkat NFkB inh 73*, CCR6 antagonist -4, Gli-Sufu antag 88* and EBI2 block -7.

Compound activity deposited in PubChem by Sanford-Burnham Center for Chemical Genomics.
